FEN1 inhibitor: qHTS Assay for the Inhibitors of Human Flap endonuclease 1 (FEN1). P39748. Recombinant FEN1 flap cleavage, fluorescence, 15 min. Potency, µM (doses to about 114 µM), without a hit: at the top dose activity change, negative = inhibition, most hits filed as inhibitors. 390,000 compounds, 0.35% hits. AID 588795, 2011; note: nearly all actives have a fitted effect of over 65% in size
Target sequence (P39748 whole entry, looked up): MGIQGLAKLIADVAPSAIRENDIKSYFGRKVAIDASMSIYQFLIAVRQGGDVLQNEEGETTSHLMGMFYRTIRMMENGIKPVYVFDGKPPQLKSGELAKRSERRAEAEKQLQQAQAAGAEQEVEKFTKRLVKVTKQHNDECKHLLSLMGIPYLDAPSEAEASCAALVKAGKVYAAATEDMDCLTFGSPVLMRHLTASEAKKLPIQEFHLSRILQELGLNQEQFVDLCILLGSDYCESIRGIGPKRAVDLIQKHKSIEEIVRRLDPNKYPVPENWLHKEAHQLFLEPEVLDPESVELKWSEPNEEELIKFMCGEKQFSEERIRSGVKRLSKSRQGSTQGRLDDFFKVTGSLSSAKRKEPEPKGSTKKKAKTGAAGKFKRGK
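Steps: FEN1 (10 nM) dispensed; compound added by pin tool; 15 min at room temperature; substrate added to 50 nM final; reads at 0 min and 15 min; data normalized and fitted (four-parameter Hill).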
TDP1 inh: qHTS Assay for Inhibitors of Tyrosyl-DNA Phosphodiesterase (TDP1); Tyrosyl-DNA phosphodiesterase 1 (Homo sapiens), Q9NUW8; Potency, µM (titrated, usually from 130 µM), for inactives: at the highest dose activity change, negative = inhibition, usual class: inhibitors; 350,000 compounds, 0.28% hits; recombinant TDP1, AlphaScreen DNA substrate cleavage; note: nearly all actives have a fitted effect of over 40% in size
Target sequence (Q9NUW8 whole entry, looked up): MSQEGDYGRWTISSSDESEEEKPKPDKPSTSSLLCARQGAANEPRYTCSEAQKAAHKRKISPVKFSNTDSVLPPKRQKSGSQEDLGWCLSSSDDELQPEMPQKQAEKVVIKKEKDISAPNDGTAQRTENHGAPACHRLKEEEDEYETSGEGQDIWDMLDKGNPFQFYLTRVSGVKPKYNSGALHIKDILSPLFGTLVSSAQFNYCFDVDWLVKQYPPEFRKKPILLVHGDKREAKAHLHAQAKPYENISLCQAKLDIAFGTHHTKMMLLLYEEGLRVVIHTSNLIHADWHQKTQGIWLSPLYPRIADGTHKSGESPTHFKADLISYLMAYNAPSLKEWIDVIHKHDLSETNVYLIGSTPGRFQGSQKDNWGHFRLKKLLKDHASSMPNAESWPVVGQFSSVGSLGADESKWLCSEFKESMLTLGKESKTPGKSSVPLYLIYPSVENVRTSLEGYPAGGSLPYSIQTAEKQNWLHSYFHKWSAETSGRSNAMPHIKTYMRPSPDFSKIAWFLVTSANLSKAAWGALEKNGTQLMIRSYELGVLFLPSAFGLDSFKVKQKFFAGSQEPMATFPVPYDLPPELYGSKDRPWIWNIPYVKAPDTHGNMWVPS
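Signal: AlphaScreen proximity between streptavidin donor and anti-FITC acceptor beads on intact substrate. Reaction: Tdp1 1 nM, substrate 15 nM final, 5 min RT after 15 min compound preincubation.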
N370S GC: qHTS Assay for Inhibitors and Activators of N370S glucocerebrosidase as a Potential Chaperone Treatment of Gaucher Disease; N370S GC spleen homogenate, 4MU-glucoside fluorescence; Potency, µM (top dose mostly 59.4 µM), for inactives: at the highest dose activity change, negative = inhibition, actives largely listed as inhibitors; 330,000 compounds, 0.092% hits;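 note: 0% = full enzyme activity and -100% = no enzyme basal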
Active calls of the source: *; ? = inconclusive; . = not tested or not shown; & = joins results of further samples; [ ] = another dose, or the depositor's remark. Calls come from the whole dose curve; as a rule, active = well fitted curve in the direction sought with a large enough effect; inconclusive = small, poorly fitted or top-dose-only effect, or another doubt; inactive = no such curve, though single readings can be large; an effect the other way counts as inactive or inconclusive. Unless noted, % is set by controls: 0 for no effect and ±100 for the full control effect; potency is the fitted concentration of half-maximal effect.

SMILES	FEN1 inhibitor	TDP1 inh	N370S GC
COc1ccc(CC(C)Nc2ccccc2F)cc1 (stereo not given)	-4%	-18%	5%
COCCCn1c(SCC(=O)Nc2ccc(NC(=O)c3ccco3)c(OC)c2)nc2ccccc2c1=O	3%	1%	13%
Oc1ccc2cc(Br)ccc2c1CN1CCCC1	-1%	3%	5%
COC(=O)c1ccccc1NC(=O)CCC(=O)N1CCOc2ccccc21	-3%	9%	.
Nc1nc(SCC(=O)NCC2CCCO2)[nH]c(=O)c1NC(=O)c1ccco1 (stereo not given)	-1%	.	12%
CCOC(=O)c1cccc(N2C(=O)C3C(C(=O)NC4CC4)C4(C)C=CC3(O4)C2C(=O)NC(C)(C)C)c1 (stereo not given)	1%	4%	5%
O=S(=O)(NCCc1ccncc1)c1ccccc1	8%	.	6%
CC1CCCCC1NC(=O)c1ccc(S(=O)(=O)NNC(=O)c2ccncc2)cc1 (stereo not given)	0%	4%	-11%
Cc1ccc(C(=O)NNC(=S)Nc2cccc(Cl)c2Cl)cc1[N+](=O)[O-]	13%	10%	.
CCCCn1c(N)c(N(Cc2ccccc2OC)C(=O)C2=COCCO2)c(=O)[nH]c1=O	-10%	.	-14%
Cc1ccccc1C(=O)Nc1ccc(C(=O)NNC(=O)CCCOc2ccc(Cl)cc2Cl)cc1	-2%	.	8%
CCC(=O)c1ccc(OCC(O)Cn2nc(C)c(Br)c2C)cc1 (stereo not given)	17%	.	-2%
CCCc1cc(=O)[nH]c(SCc2csc(-c3ccccc3)n2)n1	-11%	-1%	23%
O=C(Cn1c(=O)oc2cc(S(=O)(=O)N3CCCCCC3)ccc21)NC1CCCCCCC1	-7%	1%	1%
CC1(C)C(=O)Nc2ccccc2N1C(=O)COC(=O)c1cccc(O)c1	-13%	-10%	.
CCc1c(O)nc(SCC(=O)Nc2ccccc2OC)n(-c2ccccc2C)c1=O	-8%	6%	-2%
O=C(NCc1ccc(Cl)cc1)NCC(F)(F)F	0%	2%	-5%
CN(C)c1ncc(S(=O)(=O)c2ccc(Cl)cc2)c(-c2ccccc2)n1	-2%	4%	23%
O=C1NC(Cc2c[nH]c3ccccc23)C(=O)N1CCOc1ccccc1 (stereo not given)	15%	8%	10%
COc1ccccc1C(=O)C1CCCN(C(=O)C2=CC(=O)CC(C)(C)O2)C1 (stereo not given)	7%	4%	4%
O=C(Nc1ccccc1)c1cc2ccccc2o1	-2%	2%	8%
Cc1cccc(NC(=O)CSc2n[nH]c(-c3ccncc3)n2)c1C	-1%	-10%	-14%
CCc1ccc(-n2c(=S)sc3c(=O)n(-c4ccccc4OC)c(=S)[nH]c32)cc1	11%	6%	2%
COc1ccc(Cc2nc3ccc(C(=O)NCC4CCOCC4)cc3o2)cc1OC	20%	3%	-7%
CCOc1cccc2c1Oc1nc(-c3ccccc3)nc(SCC(=O)Nc3ccc(F)cc3)c1C2	-5%	6%	.
(further entries)
SMILES	FEN1 inhibitor	TDP1 inh	N370S GC
CC1CN(C(C)C)C(C)CC1OC(=O)c1ccccc1 (stereo not given)	18%	.	1%
O=C(Nc1ccc(NC(=O)c2ccco2)cc1)c1ccc2c(c1)OCO2	2%	-10%	2%
CC1(C)CC(=O)C(/C=N/n2c(C(F)(F)F)nc3ccccc3c2=O)=C(O)C1	-9%	7%	1%
O=C(COC(=O)COc1ccc(Cl)cc1)NC1CCCCC1	1%	-3%	.
c1cnc(SCCOc2cccc3ccccc23)nc1	-16%	?	.
CCN(CC(=O)Nc1ccccc1C(F)(F)F)C(=O)CCOc1ccc(C)cc1	-8%	7%	-7%
CCOC(=O)N1CCN(C(=O)c2cn(C)c(=O)c3c2c2ccccc2n3C)CC1	37%[activator]	3%	14%
CCC(=O)NC1=C(C#N)C2(CCCC2)Cc2ccccc21	-5%	4%	10%
Cc1ccc(C)c(NS(=O)(=O)c2ccc3c(c2)CCCN3C(=O)C2CCC2)c1	-22%	-2%	.
CCN(C(=O)CSc1nnc(Nc2cccc(C)c2C)s1)C1CCS(=O)(=O)C1 (stereo not given)	3%	3%	0%
O=C(Cc1ccc(S(=O)(=O)N2CCOCC2)s1)NNC(=O)c1ccccc1Cl	7%	2%	.
COc1ccc(CCNC(=O)NC(C(F)(F)F)C(F)(F)F)cc1OC	-3%	2%	0%
CCN1C(=O)CSc2ccc(C(=O)NCc3ccc(OC)cc3)cc21	-15%	2%	7%
COc1ccc([C@H]2CC(=O)C=C(c3cc4ccccc4c4ccccc34)C2)cc1	-23%	2%	.
CCOC(=O)C1CCN(S(=O)(=O)c2ccc(-n3cnnn3)c(C)c2)CC1	-17%	6%	7%[2.35 µM]
Nn1c(SCC(=O)Nc2ccccc2Br)nnc1-c1ccco1	-1%	9%	0%
CN(c1ncc(C(F)(F)F)cc1Cl)N1C(=O)C2ONC3(C(=O)CC(C)(C)CC3=O)C2C1=O (stereo not given)	-4%	5%	-8%
COc1ccc(-c2oc3ncnc(NCCCN4CCOCC4)c3c2-c2ccc(OC)cc2)cc1	-2%	4%	?
COc1ccc(CN=C(N)N=C(N)N)cc1Cl	0%	2%	4%
O=C(NCC1COc2ccccc2O1)C1CCN(S(=O)(=O)c2ccc(Cl)cc2)CC1 (stereo not given)	7%	2%	.
COc1cccc([C@@H]2CC=C(C(=O)O)[C@H](c3ccc(Br)cc3)N2S(=O)(=O)c2ccc(C)cc2)c1	-19%	2%	.
Cc1ccc(CN2CCC(C(=O)Nc3ccc(Oc4cccnc4)cc3)CC2)cc1	6%	5%	-3%
CS(=O)(=O)N1CCc2cc(NC(=O)c3ccc(Cl)cc3Cl)ccc21	3%	-2%	1%
Cc1cccc(NC(=O)CSc2nc3ccccc3c3nc(CCc4c(C)n[nH]c4C)nn23)c1	-12%&-15%	4%&-4%	18%
CCOC(=O)C1(CCOc2ccccc2)CCN(Cc2ccc(OC)c(COC)c2)CC1	5%	.	-15%
Next compounds:
SMILES	FEN1 inhibitor	TDP1 inh	N370S GC
CCOc1ccc2nc(SCC(=O)c3cccs3)sc2c1	0%	-11%	27%
CCN1CCN(C(=S)c2ccc(OCC(=O)NCc3ccccc3)cc2)CC1	-4%	4%	5%
CCN1CCN(c2nc(Nc3cc(OC)ccc3OC)nc(Nc3cc(OC)ccc3OC)n2)CC1	-9%	.	-22%
O=C(O)c1ccccc1NC(=O)C(Cc1ccccc1)N1C(=O)c2ccccc2C1=O (stereo not given)	-15%	.	11%
Cc1ccc(C)c(-c2csc(NC(=O)C3=COCCO3)n2)c1	-1%	.	-6%
COc1ccccc1C(=O)NC(CCSC)C(=O)NC1CCCCCC1 (stereo not given)	2%	2%	5%
COc1cccc(/C=C2\SC(=S)N(C(C)C(=O)NC3C=CS(=O)(=O)C3)C2=O)c1 (stereo not given)	-5%	5%	16µM*
O=C(COC(=O)Cn1cnc2ccccc21)NCc1ccc(F)cc1	6%	0%	-1%
CC(=O)N1CCN(c2ccc(NC(=O)/C=C/c3ccccc3)cc2)CC1	10%	4%	-17%
Cc1ccc(CNC(=O)CN(c2ccc(C(C)C)cc2)S(=O)(=O)c2c(C)noc2C)cc1	19%	1%	-11%
CS(=O)(=O)CCC(C(=O)n1nnc2ccccc21)N1C(=O)c2ccccc2C1=O (stereo not given)	5%	4%	-7%
Cc1nc(-c2ccc(C(=O)O)cc2)cs1	3%	0%	-16%
CCOc1ccc(CCNC(=O)CCS(=O)(=O)c2ccc(C)cc2)cc1OCC	7%	.	-1%
C/C(=N/NS(=O)(=O)c1ccc(Cl)cc1)c1cccc(NC(=O)c2ccc(Cl)cc2Cl)c1	-13%	5%	0%
CCOC(=O)c1cn(Cc2ccc(Br)cc2)nn1	7%	-5%	2%
CCOc1ccc(-c2nc(CS(=O)(=O)CC(=O)NCc3ccc(F)cc3)c(C)o2)cc1	-11%	.	-2%
COc1cccc(CN(C)c2nc(-c3cccs3)nc3ccccc23)c1	-2%	-1%	1.6µM*
CCCCc1ccc(/C=C2\C(=O)ON=C2c2ccccc2)s1	-20%	5%	-18%
O=c1cc(CN2CCN(S(=O)(=O)c3ccccc3)CC2)nc2sccn12	16%	3%	-2%
Cc1ccc2nc(SCC(=O)c3ccc4c(c3)OCO4)[nH]c2c1	1%	2%	8%
CCN(CC)S(=O)(=O)c1ccc(OC)c(NC(=O)Cc2cccs2)c1	-13%	-7%	-4%
Nc1c(C(=O)Nc2ccc(S(=O)(=O)N3CCCC3)cc2)sc2nc3ccc(OC(F)(F)F)cc3cc12	-9%	1%	10%
CN(C(=O)CSc1nc(-c2ccc(C(C)(C)C)cc2)c(C#N)c(=O)[nH]1)C1CCCCC1	-35%	4%	?
O=C1CC(c2ccccc2)CN1S(=O)(=O)c1ccccc1 (stereo not given)	-1%	-1%	10%
O=C(C1=C(O)C(=O)N(CCCN2CCOCC2)C1c1ccccn1)c1cc2ccccc2o1 (stereo not given)	7%	2%	-3%
(cont.)
SMILES	FEN1 inhibitor	TDP1 inh	N370S GC
COc1ccc(Cn2cccc(NC(=O)Nc3ccc(F)cc3)c2=O)cc1	-1%	10%	13%
CCOC(=O)c1c(S(=O)(=O)NCC(=O)Nc2cccc(C)c2)c(C)n(C)c1C	0%	5%	6%
O=C(Cn1cnc2c(nnn2Cc2ccc(F)cc2)c1=O)Nc1cccc(F)c1	-4%	-2%	21%
CCN(CCCNC(=O)CCn1c(=O)[nH]c2ccsc2c1=O)c1ccccc1	-8%	1%	13%
O=C(COc1cccc2c1CCN(Cc1ccccc1F)C2=O)N1CCCCC1	-3%	5%	14%
Cc1nc2cc(Cl)ccc2n1CCO	-4%	-1%	-11%
Cc1ccccc1C(=O)NC1CCN(C(=O)NC2CCCCC2)CC1	-2%	0%	-11%
CC(CCc1ccccc1)NC(=O)c1cc2sccc2n1C (stereo not given)	-10%	7%	20%
Cc1ccc(NS(=O)(=O)c2ccc3nc(-c4ccccc4)[nH]c3c2)c(Cl)c1	12%	2%	.
Cc1cc(=O)oc2cc(OCC(=O)NCCCN3CCOCC3)c(Cl)cc12	-5%	1%	1%
COCc1cc(=O)[nH]c(/N=C(\N)Nc2ccc(Cl)c(Cl)c2)n1	-15%	3%	1%
O=C(/C=C/c1ccc([N+](=O)[O-])cc1)NCCOc1ccc(F)cc1	0%	0%	1%
Cc1ccc(F)cc1NC(=O)N1CCCN(c2ccc(C(F)(F)F)cn2)CC1	7%	.	7%
COc1ccc(C(=O)c2cc3cccc(OC)c3o2)cc1	-18%	0%	7%
COc1ccc(C2C(=O)N(CCc3ccccc3)CC(=O)N2C2CCCCC2)cc1 (stereo not given)	-19%	8%	4%
CCSc1nc2nc(C)cc(C)n2n1	3%	0%	-3%
C#CCOCCOCCOCCNc1nc(N2CCN(C(=O)[C@H](CCCN=C(N)N)n3cc(C(N)[C@@H](C)CC)nn3)CC2)nc(N2CCN(C(=O)[C@H](CCC(=O)O)n3cc([C@@H](N)CO)nn3)CC2)n1 (stereo not given in full)	-24%	2%	.
COc1ccc(Cl)c2sc(N3CCN(C(=O)c4ccco4)CC3)nc12	5%	-4%[0.505 µM]	-3%
COc1ccc(OC)c2[nH]c(=O)c(CCNC(=O)c3ccc(Br)o3)cc12	-17%	6%	22%
CC(C)c1ccccc1NC(=O)COC(=O)CCN1C(=O)/C(=C\C=C\c2ccccc2)SC1=S	0%	7%	2%
CCOC(=O)NC(NC(=S)Nc1ccccc1[N+](=O)[O-])C(Cl)(Cl)Cl (stereo not given)	-13%	2%	-2%
COc1cccc(OCc2cc(/C=N/NC(=O)c3ccn[nH]3)ccc2OC)c1	-16%	3%	-8%

Shown with two lines to a compound: entries from further up
Fields – FEN1 inhibitor	TDP1 inh	N370S GC
> CCN(CCCNC(=O)CCn1c(=O)[nH]c2ccsc2c1=O)c1ccccc1
  -8%	1%	13%
> O=C(COc1cccc2c1CCN(Cc1ccccc1F)C2=O)N1CCCCC1
  -3%	5%	14%
> Cc1nc2cc(Cl)ccc2n1CCO
  -4%	-1%	-11%
> Cc1ccccc1C(=O)NC1CCN(C(=O)NC2CCCCC2)CC1
  -2%	0%	-11%
> CC(CCc1ccccc1)NC(=O)c1cc2sccc2n1C (stereo not given)
  -10%	7%	20%
> Cc1ccc(NS(=O)(=O)c2ccc3nc(-c4ccccc4)[nH]c3c2)c(Cl)c1
  12%	2%	.
> Cc1cc(=O)oc2cc(OCC(=O)NCCCN3CCOCC3)c(Cl)cc12
  -5%	1%	1%
> COCc1cc(=O)[nH]c(/N=C(\N)Nc2ccc(Cl)c(Cl)c2)n1
  -15%	3%	1%
> O=C(/C=C/c1ccc([N+](=O)[O-])cc1)NCCOc1ccc(F)cc1
  0%	0%	1%
> Cc1ccc(F)cc1NC(=O)N1CCCN(c2ccc(C(F)(F)F)cn2)CC1
  7%	.	7%
> COc1ccc(C(=O)c2cc3cccc(OC)c3o2)cc1
  -18%	0%	7%
> COc1ccc(C2C(=O)N(CCc3ccccc3)CC(=O)N2C2CCCCC2)cc1 (stereo not given)
  -19%	8%	4%
> CCSc1nc2nc(C)cc(C)n2n1
  3%	0%	-3%

High-throughput results from PubChem BioAssay.
